From PubChem BioAssay
ROC1-CUL1 inh = blocks human RBX1-Cullin-1 di-ubiquitin formation. P62877+Q13616. in vitro K48 di-Ub FRET, acceptor:donor ratio, 45 min. inhibition, % at 10 µM. hit rate 0.6% among 140,000. AID 1347404; in the data active = inhibition above about 25%
Target sequence (P62877 whole entry, looked up): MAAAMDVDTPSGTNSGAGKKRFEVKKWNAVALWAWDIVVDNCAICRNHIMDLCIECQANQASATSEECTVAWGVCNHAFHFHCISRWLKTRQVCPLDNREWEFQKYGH
Target sequence (Q13616 whole entry, looked up): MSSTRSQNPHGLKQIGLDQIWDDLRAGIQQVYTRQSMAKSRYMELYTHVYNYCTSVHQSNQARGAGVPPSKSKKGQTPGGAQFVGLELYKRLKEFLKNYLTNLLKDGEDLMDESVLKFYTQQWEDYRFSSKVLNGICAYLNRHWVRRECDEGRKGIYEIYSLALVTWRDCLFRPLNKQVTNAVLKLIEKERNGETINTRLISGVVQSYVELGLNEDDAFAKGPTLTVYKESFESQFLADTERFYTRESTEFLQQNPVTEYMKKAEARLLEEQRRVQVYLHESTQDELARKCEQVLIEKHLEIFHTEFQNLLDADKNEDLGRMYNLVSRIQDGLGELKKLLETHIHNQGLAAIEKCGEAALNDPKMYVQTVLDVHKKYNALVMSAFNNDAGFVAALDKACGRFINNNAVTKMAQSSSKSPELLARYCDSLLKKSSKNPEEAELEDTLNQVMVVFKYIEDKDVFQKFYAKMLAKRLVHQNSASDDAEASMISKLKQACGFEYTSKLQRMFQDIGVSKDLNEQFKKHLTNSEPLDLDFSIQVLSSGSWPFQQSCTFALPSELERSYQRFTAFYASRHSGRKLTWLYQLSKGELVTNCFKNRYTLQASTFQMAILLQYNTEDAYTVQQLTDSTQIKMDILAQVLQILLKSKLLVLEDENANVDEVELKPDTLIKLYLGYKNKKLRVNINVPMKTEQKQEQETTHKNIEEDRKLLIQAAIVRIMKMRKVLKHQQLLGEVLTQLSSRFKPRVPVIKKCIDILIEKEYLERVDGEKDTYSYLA
* = called active by the depositor. An excerpt; rates above refer to the full screens.

SMILES	ROC1-CUL1 inh
CCOc1ccc(-c2nn3c(-c4ccncc4)nnc3s2)cc1	0.8
CC(C)(C)OC(=O)N1CCC(c2nnc(SCc3ccccc3)o2)CC1	-15.6
CCc1nnc(NC(=O)CSc2nnc(COc3ccccc3OC)n2-c2ccccc2)s1	4.5
COc1cc([C@@H]2[C@@H](C(C)=O)N3c4ccccc4C=C[C@@H]3C2(C#N)C#N)ccc1OC(C)C	7.1
Cc1ccccc1NC1=NC(C)(C)Cc2ccccc21	-7.4
Cc1c(-c2ccccc2F)[nH]c2ccc(CNCc3cnn(C)c3)cc12	-13.6
COc1ccccc1-c1c(C)oc2cc(OC(=O)c3c(C)oc4ccc(OC(C)=O)cc34)ccc2c1=O	-3.9
O=C(NC1CC1)C1CCCN(C2CCN(C(=O)c3ccc(F)cc3)CC2)C1 (configuration not stated)	6.3
CC1(C)CC2(CC(c3cccs3)c3cc(Cl)c(O)cc3O2)NC(=S)N1 (configuration not stated)	-0.9
Oc1ccccc1C1=Nc2ccccc2SC(c2ccccc2Cl)C1 (configuration not stated)	-4.1
O=C(NC1CC(=O)N(Cc2ccccc2Cl)C1)C(=O)c1ccccc1 (configuration not stated)	14.1
CSC1=C(c2ccc(C)cc2)C(=NC(C)(C)C)C1	-8.9
O=C(NCC1Cc2c(F)ccc(-c3ccncc3)c2O1)c1cc(Cl)ccc1F (configuration not stated)	7.6
Cc1ccc(C)c(N2CCN(C(=O)CCc3nnc(-c4cc(C)on4)o3)CC2)c1	9.7
O=C(N/N=C/c1cc2c(cc1Cl)OCO2)c1ccc(Br)s1	-2.3
Cc1oc(-c2cccc3ccccc23)nc1CN(CC1CCC(=O)N1)C(C)C (configuration not stated)	9.4
COc1ccc(CN2CCC(c3nc(-c4ccncc4)ncc3-c3cccc(C)c3)CC2)cc1	-0.8
C/C(=N\Nc1nc2ccccc2s1)c1ccc(Br)cc1	6.3
CCOc1ccc(NC(=O)Cc2ccc(NC(=O)N3CCCCc4ccccc43)cc2)cc1	-10.9
COc1ccc(C)cc1NC(=O)c1ccc(Cn2nc(C)cc2C)o1	-1.2
CCCCCCC(=O)Nc1cc2nc3c(nc2cc1C)c(=O)n(C)c(=O)n3C	4.5
COc1ccc(CC(=O)Nc2ccc(/C(C)=N/NC(=O)Cc3ccc(Br)cc3)cc2)cc1	3.6
Cc1cc(C)c(NC(=O)Cn2ccn(-c3cccc(Cl)c3)c(=O)c2=O)c(C)c1	5.4
COc1ccc(S(=O)(=O)Nc2ccc(C)cc2C)cc1	-5.4
O=C1CC(NCCc2ccccc2F)C(=O)N1c1ccc(I)cc1 (configuration not stated)	-1.6
Cc1ccc(C)n1-c1ccc(OC(=O)c2cccc(Br)c2)cc1	3.8
O=C(Cn1cnc([N+](=O)[O-])c1)Nc1ccc(Cl)c(Cl)c1	-0.9
COc1ccc(S(=O)(=O)NCCc2c[nH]c3ccccc23)c2ccccc12	5.0
O=C(Nc1nncs1)c1ccc(S(=O)(=O)c2ccccc2)cc1	-1.2
N#CC1(C#N)[C@@H](C(=O)C23CC4CC(CC(C4)C2)C3)C12CCCCCC2	3.8
COc1cc(C(=O)Oc2ccc3c(=O)c(Oc4cccc(C)c4)coc3c2)cc(OC)c1OC	4.6
Cc1ccc(Cl)c(OC(C)C(=O)N2CC(C)OC(C)C2)c1 (configuration not stated)	3.1
Cn1cc(CNC(=O)c2ccco2)cn1	1.7
CCOC(=O)C1SCCN1c1ccc(C)cc1 (configuration not stated)	-4.1
CCc1ccccc1N=C1S/C(=C/c2cc(OC)ccc2OC)C(=O)N1CC	-16.3
O=C(NCCSc1c[nH]c2ccccc12)c1ccc(Cl)cc1	-2.8
Fc1cccc(C2(CNc3ccc(-n4ccnc4)cc3)CCOC2)c1 (configuration not stated)	-2.3
CC1N=C2SC=CN2C(=O)C1=NC(=O)c1ccccc1 (configuration not stated)	-16.1
Clc1ccc(C2SC2(c2ccccc2)c2ccccc2)cc1 (configuration not stated)	2.3
CC(C)C(NC(=O)OCc1ccccc1)C(=O)NC(C(=O)OC(C)(C)C)C(C)C (configuration not stated)	2.0
Cc1cc(=O)oc2cc(Cl)c(O)cc12	-4.9
Nc1ccnc2ncccc12	9.1
CCOc1ccc([N+](=O)[O-])cc1/C=N/NC(=O)c1ccc(OCc2ccc(Br)cc2)cc1	-5.7
S=c1[nH]c2cc(Cl)cc(Cl)c2o1	-7.8
O=C1CCSC2=NC3=C(CCc4ccccc43)C(c3ccc(Cl)cc3)N12 (configuration not stated)	-5.1
O=C1CC(CSCC(=O)c2ccc(Cl)cc2Cl)=NC(=O)N1	3.4
CSc1nc(OCC(=O)c2ccccc2)c2c3c(sc2n1)CCCC3	-1.7
CCC(Sc1nnc(-c2ccc(NC(=O)c3ccc(F)cc3)cc2)n1C)C(=O)Nc1nccs1 (configuration not stated)	-7.5
COC(=O)C1C(c2ccccc2)=NN(c2ccccc2)C1C(=O)OC (configuration not stated)	2.7
CCC(CC)C(=O)Nc1nnc(S(=O)(=O)N2c3ccccc3CC2C)s1 (configuration not stated)	-0.9
O=C(O)C1CCN(Cc2ccccc2Cl)CC1	9.3
CC(C)(O)C#Cc1ccc(C(=O)N2Cc3ccccc3OC(c3ccccc3)C2)cc1 (configuration not stated)	8.9
COc1ccc(CN2C(=O)O[C@@H]3CN(C(=O)Nc4cccs4)C[C@@H]32)cc1OC	2.6
CN(C)CC(O)COc1ccc(CN2CCN(C3CCCC3)CC2)cc1 (configuration not stated)	-3.3
N#Cc1ccccc1Cn1cc(/C=C2/C(=O)NC(=S)N(c3ccc(F)cc3)C2=O)c2ccccc21	6.2
Cc1ccc(CC(=O)N2N=C3CCCCC3C2(O)C(F)(F)F)cc1 (configuration not stated)	2.1
O=c1n(Cc2ccccc2Cl)c2ccccc2c2nc(-c3ccccc3)nn12	-3.9
COc1ccccc1C(=O)NC(=O)Nc1ccc(-n2nc(C(F)(F)F)cc2C(F)(F)F)cc1	1.4
COc1cccc(-c2noc(-c3ccc(N4CCCCC4CO)nc3)n2)c1OC (configuration not stated)	-6.4
CC1=Nc2nc(-c3ccccc3Cl)nn2C(c2cccc(O)c2)C1C(=O)Nc1ccccc1 (configuration not stated)	3.5

A draw from above in order of molecular weight, lowest first.
SMILES	ROC1-CUL1 inh
O=C1CC(CSCC(=O)c2ccc(Cl)cc2Cl)=NC(=O)N1	3.4
CN(C)CC(O)COc1ccc(CN2CCN(C3CCCC3)CC2)cc1 (configuration not stated)	-3.3
O=c1n(Cc2ccccc2Cl)c2ccccc2c2nc(-c3ccccc3)nn12	-3.9
CC(C)(O)C#Cc1ccc(C(=O)N2Cc3ccccc3OC(c3ccccc3)C2)cc1 (configuration not stated)	8.9
CC1=Nc2nc(-c3ccccc3Cl)nn2C(c2cccc(O)c2)C1C(=O)Nc1ccccc1 (configuration not stated)	3.5
N#Cc1ccccc1Cn1cc(/C=C2/C(=O)NC(=S)N(c3ccc(F)cc3)C2=O)c2ccccc21	6.2

New compounds follow
SMILES	ROC1-CUL1 inh
CN1CCC2=NC(=S)C(C#N)=C(c3ccsc3)C2C1 (configuration not stated)	8.6
Cc1ccc(CNC(=O)Cc2cccs2)cc1	-2.9
CC(=O)OC1C(OCc2ccccc2)OC2COC(c3ccccc3)OC2C1OC(C)=O (configuration not stated)	0.0
COc1ccc(-c2c3c(nc4sc5c(SC)ncnc5c24)CCC3)cc1	-5.4
O=S1(=O)CC/C(=N\O)c2ccccc21	3.7
CCOc1ccc2c(c1)c1c3n2CCN(C)C3=NCC1	5.6
CC(C)CNS(=O)(=O)c1ccc(CCC(=O)NCCC2=CCCCC2)cc1	12.0
CC(C)C(=O)Nc1nnc(C2CCCO2)s1 (configuration not stated)	-1.8
CCCc1cn(CC2CCN(C(=O)c3c[nH]c(=O)cn3)CC2)nn1	-1.4
CC(=O)c1ccc2c(c1)CC(C)C(=O)N2C (configuration not stated)	-3.3
CCCOc1ccc(C2C(C(=O)c3ccc(C)cc3)C(=O)C(=O)N2CCCN(CC)CC)cc1 (configuration not stated)	2.4
CCOC(=O)c1nn(-c2ccc(C)cc2)c(C)c1C(C)=O	6.3
CCOC(=O)CC(=O)CSc1nc(-c2ccc3c(c2)OCO3)cc(C(F)(F)F)c1C#N	-1.9
COc1ccc2c(c1)CC(NC(=O)Nc1cc(Cl)ccc1OC)CO2 (configuration not stated)	2.7
COc1ccc(-n2nc(C(=O)Nc3ccc(Br)cc3C)c3c4ccccc4n(C)c3c2=O)cc1	-2.6
CC(=O)NC1CCN(c2nc(-c3cccc4ccsc34)cnc2N)C1 (configuration not stated)	-5.5
OCC#CCSc1ncnc2nc[nH]c12	3.3
CCOC(=O)N1CCC(NC(=O)C2CC23CCN(C(=O)c2cc4ccccc4n2C)CC3)CC1 (configuration not stated)	8.0
COc1ccc(Cl)cc1C(=O)Nc1ccccc1F	-5.8
NS(=O)(=O)c1ccc(NC(=O)C2Cc3ccccc3N2C(=O)c2ccccc2)cc1 (configuration not stated)	-5.1
Nc1nonc1Cc1nc2ccccc2[nH]1	2.8
CCCS(=O)(=O)N1CCC(C(=O)Nc2ccc(C)cc2)CC1	-4.2
Cc1ccc(C)c(CNS(=O)(=O)c2ccc3c(c2)C(C)(C)C(=O)N3C)c1	-1.1
CC(=O)c1nn(-c2cccc(C)c2)cc1C(=O)c1ccc(-c2ccccc2)cc1	6.1
CCN1CCSc2ccc(C(=O)NCc3cccc(Br)c3)cc21	-1.9
O=C(COc1ccccc1Cl)c1ccc(OC(=O)c2ccccc2)cc1	2.9
O=C(c1cnc2sc3c(n2c1=O)CCCC3)N1CCc2ccccc2C1	-1.8
Cc1ccccc1C(=O)Oc1c(Sc2ccccc2)c(C)nn1C(C)(C)C	-3.9
Cc1ccc(CNC(=O)c2cc(CN3CCOCC3)on2)c(F)c1F	9.0
CCC(C)NC(=O)Cn1c(=O)n(CCCC(=O)NCc2ccc(C)cc2)c(=O)c2ccccc21 (configuration not stated)	-1.7

3 of these compounds in a different format.
> CC(C)(C)OC(=O)N1CCC(c2nnc(SCc3ccccc3)o2)CC1
  ROC1-CUL1 inh: -15.6

> CCc1nnc(NC(=O)CSc2nnc(COc3ccccc3OC)n2-c2ccccc2)s1
  ROC1-CUL1 inh: 4.5

> COc1cc([C@@H]2[C@@H](C(C)=O)N3c4ccccc4C=C[C@@H]3C2(C#N)C#N)ccc1OC(C)C
  ROC1-CUL1 inh: 7.1

(listing goes on)
SMILES	ROC1-CUL1 inh
CCc1nc2nc(C)cc(Nc3ccc(F)c(Cl)c3)n2n1	-8.3
COC(=O)c1ccc(CN2CCC(CCC(=O)N3CCOCC3)CC2)cc1	-1.9
C=CCSc1nnc2c(n1)OC(c1ccsc1)Nc1ccccc1-2 (configuration not stated)	-4.2
CC(C)N(C)C(=O)C1CCCN(C2CCN(c3nc4ccccc4o3)CC2)C1 (configuration not stated)	1.8
CC(=O)NNC(=S)NC(=O)c1cccc([N+](=O)[O-])c1	5.0
N#CC(C=Nc1ccccc1[N+](=O)[O-])C(N)=S (configuration not stated)	4.4
CC(C)C(=O)Nc1cccc(Cl)c1N1CCN(C(=O)C(C)C)CC1	-1.3
CCOc1ccccc1C(=O)NC1(C(F)(F)F)C(=O)N=C2C1C(=O)NC(=O)N2c1ccccc1 (configuration not stated)	12.9
Cc1cc(C)cc([C@@H]2C[C@H]3CN(C4CCCC4)C(=O)[C@]34CCCN24)c1	10.1
Cc1cc(C)c(NC(=O)CCCN2C(=O)COc3ccc(C)cc32)c(C)c1	1.0
O=C1NC(=S)N(c2ccccc2F)C(=O)C1C=Nc1ccc(N2CCOCC2)c(Br)c1 (configuration not stated)	-0.8
O=C(NCCS(=O)(=O)N1CCN(c2ccccc2F)CC1)C1CC(=O)N(c2ccccc2)C1 (configuration not stated)	7.4
CSc1ccccc1C(=O)NCc1c(C)ncc2c1CCN(C(=O)c1sccc1C)C2	-4.4
C=CCN1C(=O)C(CC(=O)Nc2ccccc2[N+](=O)[O-])SC1=Nc1cccc([N+](=O)[O-])c1 (configuration not stated)	2.1
O=C(NCCC1CCCC1)c1cccs1	3.1
COc1ccc(S(=O)(=O)NCCc2ccc(S(N)(=O)=O)cc2)cc1	-1.9
CCCC(=O)Nc1nnc(CC)s1	3.6
CCCc1cc(=O)[nH]c(SCc2nc(-c3ccc(OCC)cc3)no2)n1	2.0
CSc1nc2ccccc2n1Cc1ccc(F)cc1	0.3
CCCC(=O)Nc1c(CC)c(CCC)nc2ccccc12	15.1
O=C(NC(=S)Nc1ccc2c(c1)OCCO2)C12CC3CC(CC(C3)C1)C2	2.5
COc1ccc(CC(=NC(=O)c2ccc(OC)cc2)C(=O)N2CCCCC2)cc1	-13.7
Cc1[nH]c2ccccc2c(=O)c1CN1CCN(C)CC1	0.8
CCc1ccc(-n2c(=O)c3ccc(C(=O)NCCc4ccccc4)cc3n(CC(N)=O)c2=O)cc1	4.1
O=C1OC(c2ccccc2)=N/C1=C\c1ccc(Sc2ccc(Cl)cc2)o1	-8.2
COc1ccc(-n2c(-c3ccc(O)cc3)nc(-c3ccccc3)c2-c2ccccc2)cc1	-12.8
Cc1c(C)n2c3c(=O)n(Cc4ccccc4F)c(=O)n(C)c3nc2n1CCO	4.3
COc1ccc(C)cc1NC(=O)c1ccc2c(SCC(=O)O)c3c(nc2c1)CCCC3	-0.9
CC(C)CN1CCC(C2CCN(C(=O)CCc3ccco3)C2)CC1 (configuration not stated)	-17.8
O=C(/C=C/c1c(Cl)cccc1Cl)Nc1nn[nH]n1	1.9

4 of the compounds above, with bars between the fields:
mol | ROC1-CUL1 inh
O=C1NC(=S)N(c2ccccc2F)C(=O)C1C=Nc1ccc(N2CCOCC2)c(Br)c1 (configuration not stated) | -0.8
O=C(NCCS(=O)(=O)N1CCN(c2ccccc2F)CC1)C1CC(=O)N(c2ccccc2)C1 (configuration not stated) | 7.4
CSc1ccccc1C(=O)NCc1c(C)ncc2c1CCN(C(=O)c1sccc1C)C2 | -4.4
C=CCN1C(=O)C(CC(=O)Nc2ccccc2[N+](=O)[O-])SC1=Nc1cccc([N+](=O)[O-])c1 (configuration not stated) | 2.1

Carrying on:
SMILES	ROC1-CUL1 inh
CCOC(=O)N1CCc2c(sc3nc(SCC(=O)c4ccc(Cl)cc4)n(N)c(=O)c23)C1	2.2
COc1ccc2[nH]cc(CCN=C(NC(=O)c3cccc(Cl)c3)Nc3nc(C)cc(C)n3)c2c1	-3.8
Cn1c(CNC(=O)c2ccccc2Cl)n[nH]c1=S	-4.5
O=S(=O)(Cc1cccc(Cl)c1)N1CCN(c2ccccc2F)CC1	11.2
Cc1ccc2c(c1)C(=O)CC(CSc1nnc(NC(=O)COc3ccccc3Cl)s1)=N2	2.5
CC1=Nc2c(C(=O)Nc3ccc(C)cc3)cnn2C(c2ccccc2C)C1C(=O)Nc1ccc(Cl)cc1 (configuration not stated)	1.8
